Screening data deposited in PubChem BioAssay by National Center for Advancing Translational Sciences (NCATS).
TrxR1 substrate = qHTS Assay for Substrates of Mammalian Selenoprotein Thioredoxin Reductase 1 (TrxR1): qHTS | AID 588456, 2011 | purified TrxR1 substrate turnover, NADPH consumption readout | Potency, µM (highest dose often 114 µM), for inactives: top-dose activity change, negative = substrate turnover | Thioredoxin reductase 1, cytoplasmic (Rattus norvegicus), O89049 | 0.01% of 390,000 active; note: potency is the fitted concentration of half-maximal effect; % is set by controls: 0 for no effect and ±100 for the full control effect; nearly all actives have a fitted effect of over 50% in size
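Rat TrxR1, dispensed at 90 nM, was prereduced with 400 uM NADPH (final) for 5 min at ~22 deg C, then incubated with compound 15 min before 400 uM selenite. A first-read NADPH fluorescence drop versus no-compound background flagged substrates.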
LDHA inh = qHTS assay for inhibitors of human lactate dehydrogenase; 0.15% of 480,000 active; activity change, % (values are at about 110 or 230 µM); purified LDHA, NADH/diaphorase-resazurin fluorescence; hits give low values; in the data active = activity change below about -30%; inconclusive = mostly about -25% to -30%;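 note: plate controls were DMSO wells for no effect and wells without enzyme for full effect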
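Human LDH5 at 2 nM final in Tris HCl pH 7.4 with 0.06 mM NADH and 0.2 mM pyruvate, reacted 5 minutes at room temperature. Remaining NADH coupled via diaphorase/resazurin; resorufin fluorescence read at 0 and 20 minutes, normalized to enzyme-free and DMSO wells.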
IDH1 R132H inh = qHTS for Inhibitors of mutant isocitrate dehydrogenase 1 (IDH1): qHTS; Isocitrate dehydrogenase [NADP] cytoplasmic (Homo sapiens), O75874; IDH1-R132H enzyme, NADPH consumption, diaphorase/resazurin fluorescence; Potency, µM (top dose mostly 76.6 µM), inactives show top-dose activity change, negative = inhibition, usual class: inhibitors; 0.093% of 390,000 active; note: potency is the fitted concentration of half-maximal effect; % is set by controls: 0 for no effect and ±100 for the full control effect; nearly all actives have a fitted effect of over 65% in size
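IDH1-R132H (0.5 ug/mL dispensed) in pH 7.5 Tris buffer was preincubated 30 min with compound, then given a substrate mix of 0.016 mM NADPH and 2 mM alpha-KG for 80 min at room temperature; remaining NADPH was read by diaphorase/resazurin fluorescence.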
Vif-APOBEC3G blk = qHTS for Inhibitors of Vif-A3G Interactions: qHTS. DNA dC->dU-editing enzyme APOBEC-3G (Homo sapiens), Q9HC16. HeLa A3G-eYFP + Vif (tagged APOBEC3G with the HIV-1 protein that degrades it), YFP fluorescence, overnight. Potency, µM (series often up to 46.1 µM), without a hit: at the highest dose activity, negative = active, hits mostly inhibitors. 0.076% of 410,000 active. AID 602310, 2012;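 note: potency is the fitted concentration of half-maximal effect; % is set by controls: 0 for no effect and ±100 for the full control effect; nearly all actives have a fitted effect of over 60% in size; hits raise eYFP signal because A3G escapes Vif-driven loss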
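HeLa cells stably expressing Vif and C-terminally eYFP-tagged A3G, seeded overnight at 37 deg C, then exposed to compound by pintool overnight at 37 deg C. Rise in yellow fluorescence (Ex 488/Em 500-530, Acumen) marks blocked Vif-driven A3G degradation.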
GRP78 ERSR act = qHTS for Inducers of the Endoplasmic Reticulum Stress Response (ERSR) in Human Glioma: qHTS | U87-MG GRP78 promoter luciferase reporter, 16 h | Potency, µM, inactives show at the top dose activation, hits mostly activators | 0.02% of 420,000 active | AID 602332, 2012; note: potency is the fitted concentration of half-maximal effect; series mostly up to about 76 µM; % of control where 0% means no effect; nearly all actives have a fitted effect of over 35% in size
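Stably transfected U87-MG human glioma cells carrying a GRP78-based luminescent sensor were seeded at 1000 cells/well, pin-dosed with compounds and incubated 16 h. Luciferase reagent was then added, and end-point luminescence was read after 10 min at room temperature.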
PI4K2A inh = qHTS for small molecular inhibitors of PI4K2A. 0.13% of 420,000 active. Phosphatidylinositol 4-kinase type 2-alpha (Homo sapiens), Q9BTU6. activity change, negative = inhibition, % at 76.9 µM. purified PI4K2A, ADP-Glo luminescence, 1 h; hits give low values. AID 1346378, 2018; in the data active = activity change below about -50%; inconclusive = mostly about -30% to -49%;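 note: -100% = wells without enzyme as full effect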
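ADP-Glo luminescence measured ADP generated by PI4K2A enzyme (4 ug/mL before mixing) with 1.2 mM PI substrate (pre-mix) and 300 microM ATP (pre-mix). Tris pH7.5 buffer with MgCl2, Triton X-100; 1 h reaction at ambient temperature.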
USP1 inh = Inhibitors of USP1/UAF1: Primary Screen; Ubiquitin carboxyl-terminal hydrolase 1 (Homo sapiens), O94782; recombinant USP1/UAF1, Ub-Rhodamine cleavage fluorescence; Potency, µM (series often up to 57.1 µM), for inactives: at the highest dose activity change, negative = inhibition, usual class: inhibitors; 0.23% of 390,000 active; note: potency is the fitted concentration of half-maximal effect; % is set by controls: 0 for no effect and ±100 for the full control effect; nearly all actives have a fitted effect of over 60% in size; inactives centre near -12
Target sequence (O94782 whole entry, looked up): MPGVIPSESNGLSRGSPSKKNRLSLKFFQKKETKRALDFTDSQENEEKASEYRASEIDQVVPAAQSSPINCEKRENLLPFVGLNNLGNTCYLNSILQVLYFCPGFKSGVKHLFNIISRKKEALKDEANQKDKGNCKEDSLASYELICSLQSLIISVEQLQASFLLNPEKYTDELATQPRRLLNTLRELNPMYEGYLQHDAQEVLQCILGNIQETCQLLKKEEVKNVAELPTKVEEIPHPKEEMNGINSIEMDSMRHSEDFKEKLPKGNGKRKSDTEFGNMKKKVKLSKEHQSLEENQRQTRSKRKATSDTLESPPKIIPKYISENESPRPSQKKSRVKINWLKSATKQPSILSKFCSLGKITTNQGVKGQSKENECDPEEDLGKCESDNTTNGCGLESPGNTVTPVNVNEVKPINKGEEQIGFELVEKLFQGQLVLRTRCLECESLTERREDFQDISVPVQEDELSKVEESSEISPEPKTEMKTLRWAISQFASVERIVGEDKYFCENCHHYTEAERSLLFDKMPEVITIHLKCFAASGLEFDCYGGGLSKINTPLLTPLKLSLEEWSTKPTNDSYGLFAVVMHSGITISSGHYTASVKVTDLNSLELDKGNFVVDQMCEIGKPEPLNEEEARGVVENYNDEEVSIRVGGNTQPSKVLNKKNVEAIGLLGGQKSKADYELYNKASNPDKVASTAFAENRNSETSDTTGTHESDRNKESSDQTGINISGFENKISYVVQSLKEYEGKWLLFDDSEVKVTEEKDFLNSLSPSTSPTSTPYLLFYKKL
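High-throughput fluorogenic screen: 1nM USP1/UAF1 complex, Ub-Rho substrate 150nM final, 50mM HEPES pH 7.8 with 0.5mM EDTA, 0.1 mg/ml BSA, 1mM TCEP and 0.01% Tween-20.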
Vif-A3F inh = qHTS for Inhibitors of Vif-A3F Interactions: qHTS | 0.2% of 390,000 active | HeLa A3F-eYFP + Vif (tagged APOBEC3F with the HIV-1 protein that degrades it), YFP fluorescence increase | Potency, µM (doses to about 46.1 µM), inactives show at the top dose activity, negative = active; note: potency is the fitted concentration of half-maximal effect; % of control where 0% means no effect; nearly all actives have a fitted effect of over 65% in size
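HeLa cells stably expressing A3F-eYFP plus Vif, plated and incubated overnight at 37 deg C, then exposed to compounds overnight at 37 deg C. Blocked degradation read as raised yellow fluorescence (Ex 488/Em 500-530).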
RXFP1 ag = qHTS Assay for Agonists of the Relaxin Receptor RXFP1 | Relaxin receptor 1 (Homo sapiens), Q9HBX9 | HEK293T-RXFP1 cAMP TR-FRET, 30 min; response scale: percent of porcine relaxin response, buffer zero | Potency, µM (series often up to 57.5 µM), without a hit: at the highest dose activation, hits mostly activators | 0.3% of 370,000 active | AID 2676, 2010; note: potency is the fitted concentration of half-maximal effect; % is set by controls: 0 for no effect and ±100 for the full control effect; nearly all actives have a fitted effect of over 60% in size; many of its hits are not listed in these tables
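Agonist response is measured as cAMP accumulation in an RXFP1-transfected HEK293T line under PDE4 inhibition. Values are scaled between buffer-only and 29 nM porcine relaxin, and EC50s come from standard Hill equation fits.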
Starred values were filed as active, the others as inactive; ? = inconclusive; nt = no result given; & = joins results of further samples; [ ] = another dose, or the depositor's remark. Unless noted, calls come from the whole dose curve; as a rule, active = well fitted curve in the direction sought with a large enough effect; inconclusive = small, poorly fitted or top-dose-only effect, or another doubt; inactive = no such curve, though single readings can be large; an effect the other way counts as inactive or inconclusive.

SMILES	TrxR1 substrate	LDHA inh	IDH1 R132H inh	Vif-APOBEC3G blk	GRP78 ERSR act	PI4K2A inh	USP1 inh	Vif-A3F inh	RXFP1 ag
COc1ccc(NC(=O)CN2CCC(NC(=O)C3CCCCC3)CC2)cc1	6%[57.1 µM]	-6	7%	2%	-5%	-1	-9%	1%	0.3%
Cc1ccc(Cn2nc(C)c(NC(=O)CSc3nc4c(c(C(F)(F)F)n3)CCc3ccccc3-4)c2C)cc1	-6%	-2	-3%	0%	-4%	-5	-18%	-4%	6.7%
Cc1ccnc(NCn2nnc3ccccc32)c1	11%	1	1%	2%	-3%	-2	6%	9%	-0.1%
COC(=O)c1c(NC(=O)c2nc(SCc3cccc(C)c3)ncc2Cl)sc2c1CCCC2	1%	1	-22%	3%	-2%	-2	-4%	4%	-0.7%
CCCn1c2ccccc2c2cnn(CC(=O)NCCCN3CCN(c4ccccc4)CC3)c(=O)c21	-5%	-3	5%	2%	2%	-3	?	-9%	4.2%
CC1C(=O)OC(c2ccc(Cl)cc2)C(C)(C)C1=O (stereo not drawn)	-11%	-3	19%	0%	-2%	5	6%	-1%	1.2%
CC(C)(C)OC(=O)N1CCC(c2c(C(=O)NCc3cccs3)cnn2-c2cccc(F)c2)CC1	0%	8	3%	6%	1%	-9	-20%	3%	0.5%
Cc1ccccc1OCCSc1nnc(C)n1-c1ccccc1	-1%	-4	-1%	-6%	14%	5	-2%	-4%	1.7%
COc1ccc(OCc2nnc3n2N=C(c2ccc(OC)cc2)CS3)cc1	5%[57.1 µM]	0	2%	-22%	-3%	-1	-2%	-2%	3.8%
CNc1nc(Oc2cccc(NC(C)=O)c2)c2sccc2n1	nt	0	nt	-5%	-5%	6	nt	nt	nt
CCN(CC)S(=O)(=O)c1cccc(-c2nnc(SCCOc3ccccc3)o2)c1	-5%	-1	2%	2%	-5%	4	-9%	-1%	3.3%
O=C(CSc1nn(-c2ccccc2)c(=S)s1)NC1CCS(=O)(=O)C1 (stereo not drawn)	-3%	-9	-3%	-1%	1%	2	-8%	1%	-0.7%
CC(C)CN(C(=O)COC(=O)c1nc(Cl)ccc1Cl)C1CCS(=O)(=O)C1 (stereo not drawn)	-7%[57.1 µM]	3	8%	0%	-1%	-1	-13%	5%	1.6%
Cc1cccc(C)c1NC1=NC(C)(C)N=C(N)N1	1%	-1	10%	-6%	-3%	-1	-7%	0%	1.5%
CC(C)c1nnc(NC(=O)C2CCN(c3cnccn3)CC2)s1	-13%	-6	5%	2%	-2%	1	-15%	-7%	-6.2%
COc1ccc(-c2csc(NC(=O)c3ccccc3F)c2C(=O)O)cc1	-8%	-7	28%	2%	4%	4	-7%	1%	3.0%
COc1ccc(-c2csc3nc(-c4ccc(C)cc4)oc(=O)c23)cc1OC	5%&2%	1&-1	-3%&7%	-2%&2%	-1%&-5%	-4&6	-10%&-10%	-2%&-1%	18%&0.5%
COc1cccc(NC(=O)CC2(CC(=O)O)CCCC2)c1	3%[57.1 µM]	-1	1%	-2%	-2%	1	-12%	7%	2.4%
Cc1cccc(OC(C)C(=O)Nc2ccc(N3CCCCC3)cc2)c1 (stereo not drawn)	-4%	2	5%	0%	-4%	-3	-21%	2%	-0.2%
CCN(CC)S(=O)(=O)c1cc(NC(=O)CSCc2c(C)noc2C)ccc1C	?	-6	-2%	4%	-4%	-3	-24%	4%	nt
COc1ccc(OC)c(NC(=O)CC(Cc2ccccc2OC)C(=O)O)c1 (stereo not drawn)	6%	10	-3%	0%	-1%	-1	-3%	-23%	2.3%
COc1ccc(N2C(=O)CSC2c2cccc(OC)c2OC)cc1 (stereo not drawn)	-2%	-7	0%	-4%	-6%	-3	-6%	9%	1.5%
COc1cccc(OC)c1C(=O)NNC(=O)c1cccc(COc2ccc3c(c2)CCC3)c1	274%[activator]	2	9%	1%	-14%	-5	-24%	0%	-0.6%
CC(Oc1ccc(Br)cc1)C(=O)NCCCN1CCCC1=O (stereo not drawn)	0%	-2	2%	-4%	-5%	-5	2%	1%	nt
Cc1ccc(C(=O)NC(=S)NNC(=O)c2ccccc2[N+](=O)[O-])cc1	12%[57.1 µM]	-4	2%	-6%	-2%	-18	-17%	-1%	-0.5%
NC(=O)c1c(Nc2nc3c(F)cccc3s2)sc2c1CCCC2	16%	-5	1%	?	1%	-1	-23%	?	-0.7%
Cc1ccc2nc(SCC(=O)c3ccc(Cl)s3)[nH]c2c1	-15%	0	17%	-6%	1%	-3	-20%	-7%	2.1%
CCOC(=O)c1sc2nc(C)[nH]c(=S)c2c1C	-3%[57.1 µM]	-6	5%	-7%	-3%	-1	-26%	-1%	28µM*
CC(NC(=O)/C=C/c1ccco1)c1nc2ccccc2n1Cc1ccccc1F (stereo not drawn)	-16%	-4	7%	-3%	-5%	-8	-20%	-9%	2.5%
CCCCCCSc1nnc(N)s1	-1%[57.1 µM]	-1	14%	-2%	-6%	2	-9%	-14%	0.4%
CSc1nc(C)cc(C)c1C#N	-5%[57.1 µM]	-1	8%	-4%	-7%	3	-17%	1%	-1.0%
COc1ccc(-c2cc(C(=O)N3CCCCCC3)no2)cc1OC	-1%	-5	-2%	-1%	3%	-1	-1%	16%	0.1%
COc1ccc(C2=NN(C(=O)CN3CCCC3)C(c3ccc(OC)cc3)C2)cc1 (stereo not drawn)	9%[57.1 µM]	-5	19%	1%	2%	0	-7%	2%	2.2%
Cc1cnc(C(=O)Nc2cccc(-c3nnc4n3CCCCC4)c2)cn1	-2%	1	5%	3%	-3%	-6	-8%	3%	-0.3%
CC(C)CC(=O)Nc1ccc(C(=O)COc2ccc(-c3nnco3)cc2)cc1	-2%	-6	0%	0%	-5%	-4	-10%	nt	1.4%
CCC1(C)Cc2c(sc3nc(SC)[nH]c(=O)c23)CO1 (stereo not drawn)	4%	-11	2%	-5%	3%	0	-8%	-2%	1.2%
CN(C)c1ccc(-c2nc3n(n2)C(c2cccnc2)C2=C(CC(C)(C)CC2=O)N3)cc1 (stereo not drawn)	3%	-1	3%	-7%	-5%	-1	-7%	2%	-3.1%
CCN(CC)S(=O)(=O)c1ccc2[nH]c(=O)cc(C(=O)Nc3ccc(C)c(S(=O)(=O)N(CC)CC)c3)c2c1	-3%[57.1 µM]	-4	-7%	0%	-3%	-1	-10%	6%	-0.3%
CCOC(=O)c1c(NC(=O)C2CCCN(S(=O)(=O)c3ccccc3)C2)sc2c1CCCC2 (stereo not drawn)	8%	1	0%	0%	-5%	4	-4%	-4%	5.2%
Cc1cc(C)nc(NS(=O)(=O)c2ccc(N3C(=O)C4CC=C(Cl)CC4C3=O)cc2)n1 (stereo not drawn)	5%	-2	4%	1%	-2%	0	-25%	1%	1.6%
Cc1ccc2nc(SCC(=O)Nc3ccc4c(c3)OCO4)nc(=O)n2c1	-8%[57.1 µM]	-6	-3%	5%	-1%	-1	-4%	-1%	6.5%
CCn1c(=O)n(CC)c2cc(S(=O)(=O)NCCOc3ccccc3)c(C)cc21	2%[57.1 µM]	-6	4%	-4%	-2%	9	-10%	1%	0.6%
CCOC(=O)CC1NCCc2c1[nH]c1ccc(OC)cc21 (stereo not drawn)	5%[57.1 µM]	-1	5%	2%	-2%	11	4%	-16%	-3.1%
CC1(C)CC(=O)C=C(OC(=O)c2ccc(Cl)cc2)C1	8%[57.1 µM]	-2	-1%	-1%	-2%	8	-11%	2%	1.2%
CC(Sc1nnc(CN2CCCC2)n1Cc1ccccc1)C(=O)Nc1ccc(F)cc1 (stereo not drawn)	-3%	0	9%	-2%	-9%	1	-8%	-4%	0.9%
COc1ccc(NC(=O)Cn2c(=O)n(CCC(=O)NCc3ccccc3OC)c(=O)c3ccccc32)cc1Cl	7%	-1	-16%	1%	-3%	0	-9%	9%	0.4%
O=c1cc(-c2ccccc2)nc(N2CCCCC2)[nH]1	-3%	-6	-4%	2%	-4%	1	-2%	nt	0.1%
CC(=O)Oc1ccc(C(=O)Cc2ccc3ccccc3n2)c(O)c1C	-5%	3	-5%	-10%	-4%	-5	-20%	2%	-0.5%
COc1cccc2sc3cc(C#Cc4ccccn4)ccc3c(=O)c12	1%	8	13%	-19%	1%	-24	?	-7%	nt

Not all compounds are listed. The share of hits here may be higher or lower than overall.
